Screening data from PubChem BioAssay.
TRPC6 act: activates the mouse TRPC6 cation channel | HEK293-TRPC6 membrane potential dye fluorescence; active compounds read high | B-score at 10 µM | 310,000 tested, 0.13% active | AID 2550;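 active = B-score of the integrated fluorescence ratio above library mean plus 3 SD, and starting fluorescence ratio within library mean plus 5 SD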;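 also: higher score means more depolarization so channel activation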
MrgX1 ag: activates human MrgX1 receptor signaling; 310,000 tested, 0.44% active; Q96LB2; AID 588627; MrgX1-HEK293 cells, Fluo-4 calcium fluorescence, agonist mode; active compounds read high; B-score at 10 µM;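 active = calcium response B-score plate-corrected fluorescence ratio at least 3 library SD, with starting fluorescence B-score inside 5 SD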
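System: HEK293 cells stably expressing human MrgX1 receptor; Dosing: test compound in the initial addition of three; Schedule: overnight plating, then 30 min 37 °C plus 30 min room-temperature dye loading; Detection: kinetic calcium dye fluorescence, Fluo-4 NW; Controls: per-plate positive and negative controls for Z′ factor.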
TRPC6 inhibitor: inhibitors of mouse TRPC6 channel. HEK293-TRPC6, membrane potential dye, ACh-evoked depolarization; active compounds read low. B-score at 10 µM. 310,000 tested, 1.1% active;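 active = B-score under library mean minus 3 SD, initial fluorescence not abnormally high, positive integrated signal ratio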;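 also: B-score derived from integrated fluorescence ratio over the kinetic read; more negative B-score means stronger inhibition of depolarization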
MrgX1 antagonist: antagonists of human MrgX1 receptor; 310,000 tested, 1.3% active; B-score at 10 µM; MRGX1-HEK293 calcium flux, Fluo-4, BAM8-22 antagonism; active compounds read low; Q96LB2; AID 588676;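 active = calcium-response B-score plate-corrected more than 3 library SD below zero, starting fluorescence within 5 deviations, no agonist response on first addition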;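 also: peak minus trough fluorescence over baseline after final BAM8-22 challenge near maximal dose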
TRPC4 PAM: allosteric potentiators of mouse TRPC4 channel; Q9QUQ5; HEK293 TRPC4beta/mu-opioid, DAMGO EC20, Fluo-4 Ca2+ flux; active compounds read high; B-score at 10 µM; 310,000 tested, 0.42% active;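 active = B-score of calcium response area above 5 SD of library B-scores, with initial fluorescence ratio within 5 SD of library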;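 also: B-score of integrated fluorescence ratio over time as area under calcium response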
Target sequence (Q9QUQ5 whole entry, looked up): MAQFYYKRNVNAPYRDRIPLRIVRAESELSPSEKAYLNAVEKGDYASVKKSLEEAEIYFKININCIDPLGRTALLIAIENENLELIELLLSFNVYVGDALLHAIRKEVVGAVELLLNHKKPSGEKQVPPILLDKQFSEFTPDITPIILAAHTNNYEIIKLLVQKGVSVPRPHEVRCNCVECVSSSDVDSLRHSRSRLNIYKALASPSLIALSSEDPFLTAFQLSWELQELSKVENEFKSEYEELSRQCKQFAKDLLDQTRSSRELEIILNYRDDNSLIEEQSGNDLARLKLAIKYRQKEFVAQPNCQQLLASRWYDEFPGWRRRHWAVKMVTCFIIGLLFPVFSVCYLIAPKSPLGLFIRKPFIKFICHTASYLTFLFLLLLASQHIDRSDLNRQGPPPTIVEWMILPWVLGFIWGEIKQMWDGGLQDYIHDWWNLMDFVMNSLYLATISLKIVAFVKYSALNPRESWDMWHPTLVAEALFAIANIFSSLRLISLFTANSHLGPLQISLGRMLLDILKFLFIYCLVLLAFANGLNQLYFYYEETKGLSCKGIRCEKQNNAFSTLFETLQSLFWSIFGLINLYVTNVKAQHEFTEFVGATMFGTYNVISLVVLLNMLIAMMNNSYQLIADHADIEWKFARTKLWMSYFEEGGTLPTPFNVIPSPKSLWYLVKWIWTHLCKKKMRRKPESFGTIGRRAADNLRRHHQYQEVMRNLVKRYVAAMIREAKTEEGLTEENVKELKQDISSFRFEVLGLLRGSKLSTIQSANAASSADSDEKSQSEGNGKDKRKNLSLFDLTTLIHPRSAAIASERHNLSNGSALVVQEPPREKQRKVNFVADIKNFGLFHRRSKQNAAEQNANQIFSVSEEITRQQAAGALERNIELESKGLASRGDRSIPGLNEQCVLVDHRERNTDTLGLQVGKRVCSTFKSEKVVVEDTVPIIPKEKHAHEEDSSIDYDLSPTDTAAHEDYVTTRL
MrgX1 PAM: human MrgX1 positive allosteric modulation, primary screen; MrgX1-HEK293, Fluo-4 calcium flux, FDSS; active compounds read high; B-score at 10 µM; 310,000 tested, 0.63% active; AID 588675;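 active = plate-corrected calcium response at least 3 library SD above typical, normal starting fluorescence, not activating the receptor alone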;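 also: compound read alongside a low EC10 to EC30 dose of BAM8-22 agonist; peak minus trough fluorescence over baseline measured at the second addition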
SKKanGAS inh: SKKanGAS growth inhibition | S. pyogenes SKKanGAS, kanamycin growth, BacTiter-Glo, 6 h | inhibition, % at 7.5 µM | 300,000 tested, 1.3% active | AID 1662;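 active = mean replicate score, as percent of positive control median, at least 50; inconclusive = mean below 50 but one replicate at or above 50; inactive = mean and every replicate below 50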;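 also: strain carries kanamycin resistance gene driven by streptokinase promoter and grows in 40 µg/ml kanamycin; loss of luminescence reflects streptokinase promoter inhibition or plain growth inhibition; 0% = median of DMSO wells and 100% = positive control at its reference dose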
TRPC4 block: blocks the mouse TRPC4 cation channel | HEK293 TRPC4beta/mu-opioid, DAMGO-evoked Fluo4 calcium flux; active compounds read low | 300,000 tested, 0.39% active | Q9QUQ5 | B-score at 10 µM | AID 2247;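 active = B-score over 3 SD under the library average, no early fluorescence shift, positive overall ratio signal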
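Assay system: Stable TRPC4beta/mu-opioid receptor HEK293 cells | Reagent: DAMGO in two steps, submaximal then maximal | Compound dosing: Single concentration per test compound | Signal: Fluo4 Ca2+ flux fluorescence | Evaluation: Per-well B score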
TMEM16A act: activates or potentiates the mouse TMEM16A chloride channel; AID 623877; 340,000 tested, 0.3% active; B-score at 10 µM; HEK293 TMEM16A/YFP-H148Q/I152L, iodide quench fluorescence; active compounds read low;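 active = fluorescence-ratio B-score plate-corrected deviation score at least 3 library SD below zero, with starting fluorescence score within 5 deviations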;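 also: channel opened by trigger with iodide after compound preincubation; score built on the fluorescence ratio of max minus min over baseline; more negative score means more quench and so TMEM16A activation or potentiation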
TMEM16A inh: mouse TMEM16A channel inhibition, primary screen; 310,000 tested, 1.2% active; HEK293 TMEM16A/YFP iodide influx fluorescence, ionomycin; normalized B-score (activity score, 25-100; higher = stronger inhibition) at 10 µM;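 active = ratio plate-corrected score three or more library SD toward inhibition, starting fluorescence score within five deviations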;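 also: score derived from kinetic fluorescence span divided by baseline fluorescence per well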
TRPC4 agonist: TRPC4 (mouse) channel activation. B-score at 10 µM. AID 2237. Q9QUQ5. 310,000 tested, 0.49% active. HEK293 TRPC4beta/mu-opioid, Fluo4 calcium fluorescence; active compounds read high;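 active = B-score above 5 SD of library B-scores, and initial fluorescence ratio not above library mean plus 5 SD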;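 also: positive B-score marks a calcium rise read as TRPC4 activation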
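System – HEK293 cells stably co-expressing mouse TRPC4beta and mu-opioid receptor · Signal – Fluo4 calcium-sensitive dye fluorescence, kinetic, 1 Hz baseline · Benchmarks – buffer (low) and maximal DAMGO (high) · Read-out – B score of integrated fluorescence ratio per well · Incubation – dye loading 45 min room temperature, 110 s kinetic read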
An asterisk follows results filed as active; i = inactive; ? = inconclusive; / = not tested or not shown.

Every second line gives: TRPC6 act | MrgX1 ag | TRPC6 inhibitor | MrgX1 antagonist | TRPC4 PAM | MrgX1 PAM | SKKanGAS inh | TRPC4 block | TMEM16A act | TMEM16A inh | TRPC4 agonist
#1 COc1ccc(N2CCCn3c2nc2c3c(=O)n(CCc3ccccc3)c(=O)n2C)cc1
→ i | i | i | i | i | i | 27 | i | -5* | i | i
#2 COP(=O)(CN(Cc1ccccc1)C(=S)Nc1c(C)cccc1C)OC
→ i | i | i | i | i | i | -3 | i | i | i | i
#3 COc1ccc(C2CC(c3ccccc3)=NN2C(=O)CSc2ncn[nH]2)cc1 (stereo unspecified)
→ i | i | i | i | i | i | 1 | i | i | i | i
#4 COc1ccc(OC)c(-c2cc(C(=O)N/N=C/c3ccc(F)cc3)c3ccccc3n2)c1
→ i | i | i | i | i | i | 32 | i | i | i | i
#5 COCC(=O)Nc1cc(C)cn(Cc2ccc(F)cc2)c1=O
→ i | i | i | i | i | i | -3 | i | i | i | i
#6 O=S1(=O)C=C(SCc2ccc(Cl)c(Cl)c2)Nc2ccccc21
→ i | i | i | i | i | i | 6 | i | i | i | i
#7 O=[N+]([O-])c1cc([N+](=O)[O-])c(Oc2c(Cl)cccc2Cl)cc1NN1CCCCC1
→ i | i | i | i | i | i | -1 | i | i | i | i
#8 Cc1[nH]c(=O)c(C#N)c(C)c1Br
→ i | i | i | i | i | i | -5 | i | i | i | i
#9 CCOc1ccccc1CNC(=O)C1CCCN(c2nnc(C)c3c(C)n(-c4ccccc4)nc23)C1 (stereo unspecified)
→ i | i | i | i | i | i | 3 | i | i | i | i
#10 CN(C1(C)CCS(=O)(=O)C1)S(=O)(=O)c1ccc2ccccc2c1 (stereo unspecified)
→ i | i | i | i | i | i | 2 | i | i | i | i
#11 CC(=O)c1ccc(N2CCN(S(=O)(=O)c3cccc4nsnc34)CC2)cc1
→ i | i | i | i | i | i | -1 | i | i | i | i
#12 COc1ccc(S(=O)(=O)N(C)CC(=O)Nc2ccccc2C(F)(F)F)cc1OC
→ i | i | i | i | i | i | -3 | i | i | i | i
#13 Cc1cc(C(C)(C)C)c(O)c(C)c1CC1=NCCN1
→ i | i | i | i | 17* | i | -1 | i | i | i | i
#14 CCOC(=O)C(Cc1ccc(OC)c([N+](=O)[O-])c1)NC(=O)CCC(=O)Nc1ccc(C)cc1 (stereo unspecified)
→ i | i | i | i | i | i | -3 | i | i | i | i
#15 O=C(CCCCCn1c(=O)[nH]c2ccsc2c1=O)NCc1ccc(F)cc1
→ i | i | i | i | i | i | -4 | i | i | i | i
#16 CNc1nc(-c2ccc3c(c2)CCN3C(=O)c2ccccc2F)c(C)s1
→ i | i | i | i | i | i | 10 | i | i | i | i
#17 Cc1ccc(N(C(=O)Cn2nnc(-c3ccc(F)cc3)n2)C(C(=O)NC(C)(C)C)c2ccncc2)cc1 (stereo unspecified)
→ i | i | i | i | i | i | 5 | i | i | i | i
#18 CCOP(=O)(c1c(F)c(F)c(F)c(F)c1F)C1(O)CCCCC1 (stereo unspecified)
→ i | i | i | i | i | i | -5 | i | i | i | i
#19 O=c1[nH]c2ccc(Cl)cc2c(O)c1Cc1ccccc1
→ i | i | i | i | i | i | 1 | i | i | i | i
#20 COc1ccc(CCC(=O)NCC2CCCCC2)cc1OC
→ i | i | i | i | i | i | -4 | i | i | i | i
#21 N#Cc1cccc(NC(=O)CNC(=O)Cc2ccccc2)c1
→ i | i | i | i | i | i | -3 | i | i | i | i
#22 COCCCN1CC(=O)N2C(c3cccc(OC)c3OC)c3[nH]c4ccccc4c3C[C@H]2C1=O (stereo partly specified)
→ i | i | i | i | i | i | -2 | i | i | i | i
#23 COCCNC(=O)c1onc(CSc2cc(C)cc(C)c2)c1C(=O)NCCOC
→ i | i | i | i | i | i | 1 | i | i | i | i
#24 Cc1noc(C)c1COc1ccc(C(=O)O)cc1
→ i | i | i | i | i | i | -2 | i | i | i | i
#25 COc1cccc(-c2nnc(N(C)C(=O)c3ccno3)s2)c1
→ i | / | i | / | i | / | -2 | i | / | / | i
#26 C[C@]12C(=O)N(c3ccc(Cl)cc3)C(=O)N1[C@H]1c3ccccc3OC[C@@H]1[C@H]2c1ccccc1
→ i | i | i | i | i | i | 5 | i | i | i | i
#27 COc1ccc2c(CCNC(=O)c3ccco3)c[nH]c2c1
→ i | i | i | i | i | i | 1 | i | i | i | i
#28 Oc1ccc(Br)cc1CN1CCCCCCC1
→ i | i | i | i | i | i | 10 | i | i | i | i
#29 Cc1ccc(Oc2ccc3c(c2)C(=O)N(c2cccc4cccnc24)C3=O)cc1
→ i | i | i | i | i | i | ? | i | i | i | i
#30 Cc1c(NC(=O)Nc2cccc(C#N)c2)c(=O)n(-c2ccccc2)n1C
→ i | i | i | i | i | i | -1 | i | / | i | i
#31 Cc1c(NC(=O)c2ccc(-c3cccc([N+](=O)[O-])c3)o2)c(=O)n(-c2ccccc2)n1C
→ i | i | i | i | i | i | 4 | i | i | i | i
#32 Cc1cc(C)n(-c2nc3ccccc3nc2N2CCOCC2)n1
→ i | i | i | i | i | i | 4 | i | i | i | i
#33 CC(C)(C)NS(=O)(=O)c1ccc(OCC(=O)NCc2ccco2)cc1
→ i | i | i | i | i | i | 8 | i | i | i | i
#34 CC1CCCCN1C(=O)CSc1nnc(-c2ccco2)o1 (stereo unspecified)
→ i | i | i | i | i | i | 0 | i | i | i | i
#35 CCOC(=O)N1CCN(S(=O)(=O)c2ccc(F)c(C(=O)Nc3cccc(Cl)c3C)c2)CC1
→ i | i | i | i | i | i | -2 | i | i | i | i
#36 O=C(c1cc([N+](=O)[O-])ccc1N1CCOCC1)N1CCN(c2ccccc2)CC1
→ i | i | i | i | i | i | -4 | i | i | i | i
#37 COc1ccc(CC(=O)Nc2nc(-c3ccccc3)c(C(C)=O)s2)cc1OC
→ i | i | i | i | i | i | -3 | i | i | i | i
#38 CCc1nnc(NC(=O)Cc2cccs2)s1
→ i | i | i | i | i | i | 3 | i | i | i | i
#39 COc1ccc(-c2csc(Cc3nnc4n3CCCCC4)n2)cc1
→ i | i | i | i | i | i | -6 | i | i | i | i
#40 C(=N\Nc1cc(N2CCCCC2)ncn1)/c1ccco1
→ i | i | i | i | i | i | -13 | i | i | i | i
#41 COc1ccccc1N=Nc1c(C)[nH]n(-c2ccccc2)c1=O
→ i | i | i | i | i | i | -7 | i | i | i | i
#42 CN(CC(=O)Nc1ccccc1C(F)(F)F)C(=O)Cc1ccccc1F
→ i | i | i | i | i | i | -1 | i | i | i | i
#43 CC(C)c1onc(C(=O)N2CCCCCC2)c1[N+](=O)[O-]
→ i | i | i | i | i | i | 2 | i | i | i | i
#44 C=CC[C@]12C=C(OC)C(=O)C=C1O[C@@H](c1ccc3c(c1)OCO3)[C@H]2C
→ i | i | i | i | i | i | -5 | i | i | i | i
#45 N#C/C(=C\c1c(N2CCCCCC2)nc2ccccn2c1=O)C(N)=O
→ i | i | i | i | i | i | -5 | i | i | i | i
#46 O=C(NNS(=O)(=O)Cc1ccccc1)c1ccc([N+](=O)[O-])cc1
→ i | i | i | i | i | i | -6 | i | i | i | i
#47 CCN1CCN(CCNC(=O)c2cn(C(C)c3ccccc3F)nn2)CC1 (stereo unspecified)
→ i | i | i | i | i | i | 4 | i | i | i | i
#48 O=C(O)CCC(=O)NN1C(=O)c2ccccc2NC1c1ccco1 (stereo unspecified)
→ i | i | i | i | i | i | -7 | i | i | i | i
#49 CC(C(=O)Nc1ccc(S(=O)(=O)N2CCCC2)cc1)N1CCN(C(=O)c2ccco2)CC1 (stereo unspecified)
→ i | i | i | i | i | i | -12 | i | i | i | i
#50 CC(=O)NCCc1cnc[nH]1
→ i | i | i | i | i | i | 3 | i | i | i | i

The list continues:
Every second line gives: TRPC6 act | MrgX1 ag | TRPC6 inhibitor | MrgX1 antagonist | TRPC4 PAM | MrgX1 PAM | SKKanGAS inh | TRPC4 block | TMEM16A act | TMEM16A inh | TRPC4 agonist
#51 O=c1oc(-c2ccccc2)nc2sc3c(c12)CCC3
→ i | i | i | i | i | i | 4 | i | i | i | i
#52 Cc1ccc(NC(=O)C2(C)Cc3ccccc3C(=O)O2)cc1 (stereo unspecified)
→ i | i | i | i | i | i | 0 | i | i | i | i
#53 O=C(c1ccc(Cl)c(S(=O)(=O)N2CCCCCC2)c1)N1CCN(c2ccccn2)CC1
→ i | i | i | i | i | i | -1 | i | i | i | i
#54 O=C1OCCC1Sc1nnc(-c2ccc3c(c2)OCO3)o1 (stereo unspecified)
→ i | i | i | i | i | i | 17 | i | i | i | i
#55 O=C(c1cc2nc(-c3ccc(Cl)cc3)cc(C(F)(F)F)n2n1)N1CCOCC1
→ i | i | i | i | i | i | 11 | i | i | i | i
#56 Cc1ccccc1Nc1nc(N)nc(COC(=O)c2ccccc2)n1
→ i | i | i | i | i | i | -13 | i | i | i | i
#57 COc1ccc2c(Cl)c(C(=O)N/N=C/c3ccc4c(c3)OCO4)sc2c1
→ i | i | i | i | i | i | -1 | i | i | i | i
#58 CCn1c(SCc2ccccc2)nnc1-c1cccnc1
→ i | i | i | i | i | i | -3 | i | i | i | i
#59 COc1ccc(Cl)cc1NC(=O)COC(=O)C(CC(C)C)N1C(=O)C2CC=CCC2C1=O (stereo unspecified)
→ i | i | i | i | i | i | 17 | i | i | i | i
#60 COc1cc(C(=O)Nc2ccc(Br)cc2C(=O)c2cc(OC)c(OC)c(OC)c2)cc(OC)c1OC
→ i | i | i | i | i | i | 11 | i | i | i | i
#61 NC(=O)c1oc2ccccc2c1NC(=O)Cc1ccccc1
→ i | i | i | i | i | i | 4 | i | i | i | i
#62 Cc1ccc(C2=NN3C(=O)c4ccccc4C3C2)cc1 (stereo unspecified)
→ i | i | i | i | i | i | -5 | i | i | i | i
#63 CCc1nc(SCC(=O)Nc2cccc3ccccc23)[nH]c(=O)c1C
→ i | i | i | i | i | i | 24 | i | i | i | i

The order is random; overall some 6.7% were active at least once.
